Anesthetic bind: qHTS Assay for Identification of Novel General Anesthetics | apoferritin/1-aminoanthracene competitive binding, fluorescence | Potency, µM (doses to about 77.5 µM), without a hit: top-dose activity change, negative = displacement, most hits filed as inhibitors | actives 0.074% (n = 350,000); also: potency is read from the fitted curve at half-maximal effect; % is scaled to controls: 0 for no effect and ±100 for the full control effect; nearly all actives have a fitted effect of over 20% in size
Target sequence (P02791 2-175 limits assumed): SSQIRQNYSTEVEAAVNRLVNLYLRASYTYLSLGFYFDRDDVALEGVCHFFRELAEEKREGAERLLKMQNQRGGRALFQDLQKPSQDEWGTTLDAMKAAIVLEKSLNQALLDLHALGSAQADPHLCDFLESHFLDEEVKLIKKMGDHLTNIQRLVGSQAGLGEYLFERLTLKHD
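Horse-spleen apoferritin (10 uM) was mixed with 50% saturated 1-aminoanthracene in PBS, exposed to compounds for 10 min at room temperature, and read for fluorescence (ex 380 nm, em 535 nm). Competitive displacement was fitted with a four-parameter Hill equation.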
Glioma ERSR ind: qHTS for Inducers of the Endoplasmic Reticulum Stress Response (ERSR) in Human Glioma: qHTS. U87-MG GRP78 promoter luciferase reporter, 16 h. Potency, µM, for the others: at the highest dose activation, usual class: activators. actives 0.02% (n = 420,000); also: potency is read from the fitted curve at half-maximal effect; series mostly up to about 76 µM; % of control where 0% means no effect; nearly all actives have a fitted effect of over 35% in size
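ERSR induction read as luciferase luminescence (Bright-Glo, 10 min at room temperature) in stably transfected human U87-MG glioma cells exposed to compounds for 16 h, using GRP78 as sensor.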
Pol kappa inh: qHTS for Inhibitors of Polymerase Kappa | DNA polymerase kappa (Homo sapiens), Q9UBT6 | purified Pol kappa, fluorescent DNA synthesis assay, 10 min | Potency, µM (highest dose often 107 µM), inactives show at the top dose activity, negative = inhibition, usual class: inhibitors | actives 0.53% (n = 400,000) | AID 588579, 2011; also: potency is read from the fitted curve at half-maximal effect; % is scaled to controls: 0 for no effect and ±100 for the full control effect
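Here, compound and 10 nM enzyme are combined for 15 min at room temperature; adding 50 nM substrate (final) starts DNA synthesis, tracked by fluorescence at 0 and 10 min against buffer-only wells.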
Pol iota inh: qHTS for Inhibitors of Polymerase Iota; DNA polymerase iota (Homo sapiens), Q9UNA4; Pol iota fluorescent replication assay, 10 min; Potency, µM (top dose mostly 115 µM), inactives show top-dose activity, negative = inhibition, hits mostly inhibitors; actives 1% (n = 390,000); AID 588590, 2011; also: potency is read from the fitted curve at half-maximal effect
Target sequence (Q9UNA4 whole entry, looked up): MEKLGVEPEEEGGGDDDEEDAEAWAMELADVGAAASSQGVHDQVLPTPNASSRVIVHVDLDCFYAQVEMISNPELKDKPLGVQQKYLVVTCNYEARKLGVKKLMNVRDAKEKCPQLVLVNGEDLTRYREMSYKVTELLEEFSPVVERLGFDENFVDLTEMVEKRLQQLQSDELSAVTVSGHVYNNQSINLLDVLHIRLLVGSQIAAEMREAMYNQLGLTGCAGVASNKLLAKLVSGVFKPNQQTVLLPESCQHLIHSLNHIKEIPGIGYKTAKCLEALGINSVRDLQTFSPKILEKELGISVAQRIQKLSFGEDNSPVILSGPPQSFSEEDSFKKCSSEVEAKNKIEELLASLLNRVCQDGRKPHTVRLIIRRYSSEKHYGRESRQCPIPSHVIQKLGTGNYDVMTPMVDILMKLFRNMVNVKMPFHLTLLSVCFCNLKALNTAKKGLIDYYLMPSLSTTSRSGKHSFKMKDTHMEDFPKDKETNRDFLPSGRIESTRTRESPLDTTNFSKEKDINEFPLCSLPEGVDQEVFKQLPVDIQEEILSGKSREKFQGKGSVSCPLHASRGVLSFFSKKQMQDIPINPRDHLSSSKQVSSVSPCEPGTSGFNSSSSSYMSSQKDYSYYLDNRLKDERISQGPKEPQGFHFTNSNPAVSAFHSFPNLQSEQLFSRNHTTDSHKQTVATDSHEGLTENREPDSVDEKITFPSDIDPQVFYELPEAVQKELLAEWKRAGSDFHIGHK
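Fluorescent replication assay read twice, at 0 min and 10 min after adding 50 nM (final) substrate. Enzyme (10 nM) and compounds were first incubated 15 min at room temperature; enzyme-free buffer wells were negative controls.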
APEX1 inh: qHTS Assay for Inhibitors of the Human Apurinic/apyrimidinic Endonuclease 1 (APE1); DNA repair nuclease/redox regulator APEX1 (Homo sapiens), P27695; recombinant APE1, TAMRA/BHQ-2 abasic DNA cleavage fluorescence; Potency, µM (doses to about 65.8 µM), for inactives: at the highest dose activity change, negative = inhibition, actives largely listed as inhibitors; actives 0.35% (n = 350,000); AID 2517, 2012;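 also: potency is read from the fitted curve at half-maximal effect; plate controls were vehicle for no effect and reference inhibitor for full effect; nearly all actives have a fitted effect of over 55% in size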
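Kinetic fluorescence read (525 ex/598 em nm, three reads 60 s apart) of AP-site incision; signal = third minus first read. Enzyme 0.75 nM, dual-labelled THF duplex 50 nM, compound preincubation 15 min RT.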
BLM inh: qHTS Assay for Inhibitors of Bloom's syndrome helicase (BLM); recombinant BLM DNA unwinding, fluorescence dequenching; Potency, µM (titrated, usually from 56.1 µM), without a hit: top-dose activity change, negative = inhibition, hits mostly inhibitors; actives 0.2% (n = 350,000); AID 2528, 2010;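 also: potency is read from the fitted curve at half-maximal effect; plate controls were vehicle for no effect and no enzyme for full effect; nearly all actives have a fitted effect of over 35% in size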
Pol beta inh: qHTS Assay for Inhibitors of DNA Polymerase Beta; P06746; Pol beta primer extension/strand displacement, fluorescence kinetic; Potency, µM (highest dose often 114 µM), for inactives: at the highest dose activity change, negative = inhibition, most hits filed as inhibitors; actives 1.3% (n = 340,000); AID 485314, 2010; also: potency is read from the fitted curve at half-maximal effect; % is scaled to controls: 0 for no effect and ±100 for the full control effect
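Human Pol beta at 10 nM; strand-displacement substrate 50 nM final. Compound exposure 15 min at room temperature before start, reaction 10 min at room temperature.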
Pol eta inh: qHTS for Inhibitors of Polymerase Eta. DNA polymerase eta (Homo sapiens), Q9Y253. recombinant Pol eta, fluorescent DNA replication assay. Potency, µM (highest dose often 114 µM), for the others: at the top dose activity change, negative = inhibition, most hits filed as inhibitors. actives 1.2% (n = 390,000). AID 588591, 2011; also: potency is read from the fitted curve at half-maximal effect; % is scaled to controls: 0 for no effect and ±100 for the full control effect
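Fluorescent replication assay: 50 nM final substrate added after a 15 min room-temperature compound preincubation with 10 nM enzyme. Signal taken at 0 min and again at 10 min.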
LDHA block: qHTS assay for inhibitors of human lactate dehydrogenase; purified LDHA, NADH/diaphorase-resazurin fluorescence; active compounds read low; activity change, % (values are at about 110 or 230 µM); actives 0.15% (n = 480,000); AID 1347041, 2019; in the data active = activity change below about -30%; inconclusive = mostly about -25% to -30%;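 also: plate controls were DMSO wells for no effect and wells without enzyme for full effect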
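Remaining NADH was detected by diaphorase (0.133 mg/mL) converting 37 µM resazurin to fluorescent resorufin, read at 0 and 20 minutes. The preceding 5-minute room-temperature reaction used 2 nM LDHA, 0.2 mM sodium pyruvate and 0.06 mM NADH at pH 7.4.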
An asterisk follows results filed as active; ? = inconclusive; nt = not tested or not shown; & = joins results of further samples; [ ] = remark or other dose. Unless noted, calls follow the shape of the dose curve; as a rule, active = well fitted curve in the direction sought with a large enough effect; inconclusive = small, poorly fitted or top-dose-only effect, or another doubt; inactive = no such curve, though single readings can be large; an effect the other way counts as inactive or inconclusive. This is a subset; count on the stated rates, not on these rows.

SMILES	Anesthetic bind	Glioma ERSR ind	Pol kappa inh	Pol iota inh	APEX1 inh	BLM inh	Pol beta inh	Pol eta inh	LDHA block
COc1ccc(-c2csc(-n3cccn3)n2)cc1	-13.5%	-0.4%	-5.9%	153.2%[activator]	1.0%	-4.5%	23.9%	-21.0%	-2.8
COc1ccc(-n2c(SCC(=O)Nc3cc(C)cc(C)c3)nc3c(oc4ccccc43)c2=O)cc1	-1.2%	3.2%	10.4%	28.6%	nt	-10.6%	26.3%	-16.9%	-11.0
CCc1ccc(OCC(=O)Nc2nnc(C3CCCC3)s2)cc1	-7.5%	-0.2%	-5.7%	22.1%	5.8%	0.7%	10.7%	4.1%	-2.8
O=C(NCCN1CCCCC1)c1ccc(/C=N/O)nc1	-0.7%	-3.8%	9.9%	40.9%[activator]	4.2%	5.1%	26.6%	-7.3%	2.3
Cc1ccc(S(=O)(=O)N2CCC(C(=O)NNC(=O)c3ccccc3)CC2)cc1	-1.5%	-5.0%	-9.0%	2.4%	16.3%	0.0%	1.0%	-5.9%	-6.8
CCCc1nccn1S(=O)(=O)c1cc(OC)ccc1OC	-2.9%	-1.7%	-6.1%	20.6%	5.8%	0.9%	10.9%	6.8%	-3.1
O=C(Nc1cc2c3c(c1)CC(=O)N3CCC2)c1ccc(F)cc1	nt	0.0%	-1.5%	14.2%	-2.5%	nt	nt	-18.1%	-2.4
Cn1c(CNC(=O)c2ccco2)nnc1SCC(=O)Nc1ccc(Cl)cc1	nt	-0.6%	9.2%	18.8%	47.3%[activator]	nt	nt	-19.5%	-1.8
O=C(CNCC1CCCO1)Nc1ccc(N2CCCCCC2)cc1 (stereo not given)	?	1.5%	-0.7%	-13.8%[58.9 µM]	?	2.9%	-0.1%	-15.9%	-10.4
Cc1ccc2nc(CS)[nH]c2c1	nt	-3.6%	7.0%	71.4%[activator]	nt	nt	nt	nt	3.7
COc1cc(/C=C2\CC/C(=C\c3ccc(OCCO)c(OC)c3)C2=O)ccc1OCCO	?	0.2%	-35.9%	7.08µM*	3.8%	22.2%	2.51µM*	?	-5.9
CC(O)CNc1nc(Cl)c(C#N)s1 (stereo not given)	4.3%	-2.4%	-4.5%	-10.4%	?	-5.4%	8.8%	-1.2%	-10.9
COC(=O)c1cc2c(C)nn(C)c2s1	-7.4%	-1.7%	0.8%	65.2%[activator]	-0.3%	1.0%	-1.8%	-17.8%	-6.2
Cc1c(C)c2c(OCC(=O)Nc3cccnc3)cc3c(c2oc1=O)CCC(C)(C)O3	-3.8%	0.4%	7.7%	10.8%	31.7%	-11.3%	-11.1%	-3.2%	-2.7
CC(=O)Nc1ccc(NC(=O)c2ccc(NS(=O)(=O)c3cc(C(C)(C)C)cc(C)c3C)cc2)cc1	-1.2%	-3.2%	-15.3%	14.5%	-10.7%	-1.4%	12.9%	11.4%	-2.0
Cc1nc2ccc(OC(=O)c3ccccc3)cc2s1	-13.3%	0.3%	-15.4%	2.9%	24.9%	-9.0%	34.6%	-3.4%	-0.7
CC(C)NC(=O)c1ccc(-c2cccc(C(F)(F)F)c2)o1	-11.4%	-1.0%	-7.7%	5.0%	-8.4%	-3.1%	27.1%	0.7%	-0.9
CCS(=O)(=O)c1ncc(Cl)c(C(=O)Nc2ccc(S(=O)(=O)N3CCCC(C)C3)cc2)n1 (stereo not given)	7.4%	-18.6%	-3.9%	?	26.1%	-11.4%	-9.6%	-10.3%	-2.7
Cc1cccc(N(C)S(=O)(=O)c2ccc3c(c2)CCC(=O)N3)c1	-16.9%	-3.4%	-7.1%	20.4%	-10.8%	-1.3%	-0.7%	-10.9%	4.3
Cc1cn(S(=O)(=O)c2ccccc2[N+](=O)[O-])cn1	-4.4%	-3.8%	-6.5%	20.2%	2.6%	-4.6%	30.9%	0.4%	-11.4
CN1CCN(c2nc3c(c(=O)[nH]c(=O)n3C)n2Cc2ccc([N+](=O)[O-])cc2)CC1	-6.7%	-2.4%	6.5%	23.4%	-1.6%	-1.4%	?	-7.5%	0.7
COc1ccc(-n2ncc3c(N4CCC(C(N)=O)CC4)ncnc32)cc1	-12.1%	-1.0%	-11.2%	0.9%	-3.5%	-8.0%	?	-23.1%	-3.9
O=[N+]([O-])c1ccc(N2CCN(S(=O)(=O)c3ccc(Cl)cc3)CC2)cc1NCc1cccnc1	-10.3%	-2.4%	-3.0%	?	-2.8%	1.2%	1.8%	-6.2%	-2.5
Cc1cc(C)c2c(C)c(C(=O)NCc3ccncc3)oc2c1	0.5%	-0.7%	-2.3%	6.2%	2.9%	2.6%	20.8%	-13.7%	-13.9
CCOC(=O)C1CCN(c2ncnc3c2c(-c2ccccc2)cn3-c2ccc(C)c(Cl)c2)CC1	-3.2%	-0.6%	-13.2%[60.1 µM]	7.2%	nt	-1.8%	1.1%	-14.9%	-6.7
CCC(CC)NC(=O)CN1CCN(S(=O)(=O)c2cccs2)CC1	nt	-3.9%	-17.2%	31.4%[activator]	15.2%	nt	nt	-17.1%	-0.4
O=C(COC(=O)c1cccc(Cl)c1)Nc1cc(Cl)ccc1Oc1ccccc1	-15.0%	-7.0%	-8.1%	-11.9%	-0.2%	-7.7%	-3.3%	-18.3%	-1.3
Clc1cccc(-c2ccc(C=Nc3ccc(N4CCOCC4)cc3)o2)c1	-12.6%	1.1%	-14.4%	33.7%[activator]	0.5%	0.0%	-1.9%	-23.0%	8.9
Cn1c(SCC(=O)c2ccccc2)ncc(C(=O)Nc2ccccc2)c1=O	nt	-1.2%	-3.3%	32.7%[activator]	12.6%	nt	nt	4.7%	-9.0
CCCCN1C[C@H](Cc2ccccc2)[C@@H](CC(=O)NCc2ccc(OC)cc2)C1=O	-19.8%	-5.4%&-2.7%	-3.5%&10.1%	-15.3%&33.4%	0.6%	0.5%	5.4%	-13.8%	-2.7
CC(C)CN(C1CCS(=O)(=O)C1)S(=O)(=O)c1ccc2ccccc2c1 (stereo not given)	nt	-2.1%	-24.7%	86.6%[activator]	23.4%	nt	nt	-15.5%	-2.3
CC(C)OC(=O)CCC1(C(=O)O)CCC(=O)NC1 (stereo not given)	-20.1%	-2.8%	-8.5%	24.4%	-0.7%	-2.1%	22.7%	-15.0%	-3.8
Cc1ccc(OCC(=O)N(Cc2sccc2C)C2CCS(=O)(=O)C2)cc1 (stereo not given)	0.0%	nt	15.1%	25.5%	nt	1.5%	1.1%	nt	2.5
COc1cc2oc(=O)c(CC(=O)N3CCCCC3)c(C)c2cc1OC	92.4%[activator]	-5.4%	-17.6%	-7.5%	nt	-0.8%	-15.1%	-4.7%	12.5&1.5
Cc1nn(CC(=O)NCc2cccc(Br)c2)c(=O)c2c1sc1ccccc12	27.7%	-3.2%	-4.3%	7.4%	nt	-18.2%	6.31µM*	-10.0%	4.8
CCOc1cc(C=C(C#N)C#N)ccc1Oc1ccc([N+](=O)[O-])cn1	-21.7%	4.3%	-12.8%	22.4%	-0.1%	-7.8%	-20.7%	14.8%	-5.5
CCc1ccc(/C=C2/SC(=S)N(CC(=O)Nc3nc4ccccc4s3)C2=O)cc1	?	1.5%	-5.3%	?	4.8%	-5.9%	-27.7%	-11.4%	-2.3
Nc1nc(N2CCN(C(=O)c3ccco3)CC2)nc2ccc(Br)cc12	-6.3%	-2.4%	-1.2%	-0.4%	-5.8%	-4.0%	-10.0%	-22.2%	-1.5
Cc1cccc(NC(=O)CSc2nc3ccc(NC(=O)c4ccccc4)cc3s2)c1	-5.9%	-1.1%	-4.1%	14.8%	nt	-0.7%	0.0%	-18.2%	-4.9
COc1ccc(CCN(C)Cc2c(O)ccc3cc(Br)ccc23)cc1OC	-14.7%	10.9%	1.0%	?	14.3%	-1.9%	1.7%	-7.3%	16.6
Cc1ccc(C)c(NC(=O)CSc2ccc(S(=O)(=O)N3CCCC3)cn2)c1	nt	-4.3%	7.7%	27.5%	10.0%	nt	nt	-8.5%	0.7
CCOCCCNC(=S)NCCNc1nc2c(C)cccc2cc1C#N	-2.0%	-4.1%	4.9%[60.1 µM]	11.0%	-1.6%	37.8%[activator]	0.2%	-10.0%	-3.5
CC(=O)c1ccccc1NS(=O)(=O)c1c(C)nn(-c2ccccc2)c1C	-9.4%	-1.6%	-7.0%	25.7%	-0.6%	-1.7%	-3.2%	-10.5%	-3.7
CC(=O)c1ccc(NC(=O)CN(C)S(=O)(=O)c2cnc[nH]2)cc1	-4.8%	-3.2%	-9.9%	?	nt	-1.4%	23.1%	-1.1%	-8.6
COc1cc(OC)cc(C(=O)NCCNC(=O)c2ccccn2)c1	-9.3%	-3.0%	-2.5%	-3.9%	5.3%	-1.8%	14.6%	-15.7%	2.3
O=[N+]([O-])c1cccc(NN=Nc2ccccc2)c1	-8.1%	-0.6%	-6.2%	-5.3%	11.2%	-11.2%	-0.6%	-16.2%	-2.3
COc1ccc(C2=NS(=O)(=O)N(C)C(C(=O)NCc3ccc4c(c3)OCO4)=C2)cc1	-13.5%	0.2%	-5.2%	17.9%	3.5%	-4.6%	-9.8%	-15.4%	-0.6
Cc1ccc2[nH]c(=O)c(CN(Cc3ccco3)Cc3nnnn3Cc3ccccc3)cc2c1	nt	-2.3%	-3.7%	-14.2%	nt	nt	nt	nt	-0.6
O=C(Nc1ccc(F)c(Cl)c1)N1CCN(C(=O)c2nsc3ccccc23)CC1	-11.9%	nt	-1.8%	31.3%[activator]	nt	-5.9%	-0.4%	nt	-5.2
